# D1 agonist: Allosteric Agonists of the Human D1 Dopamine Receptor: qHTS. HEK293 T-REx D1 cells, calcium flux, agonist mode. activation, % at 2 µM. hit rate 1% among 360,000. D(1A) dopamine receptor (Homo sapiens), P21728; in the data active = activation above about 30%; note: 0% is about no effect
# Target sequence (P21728 whole entry, looked up): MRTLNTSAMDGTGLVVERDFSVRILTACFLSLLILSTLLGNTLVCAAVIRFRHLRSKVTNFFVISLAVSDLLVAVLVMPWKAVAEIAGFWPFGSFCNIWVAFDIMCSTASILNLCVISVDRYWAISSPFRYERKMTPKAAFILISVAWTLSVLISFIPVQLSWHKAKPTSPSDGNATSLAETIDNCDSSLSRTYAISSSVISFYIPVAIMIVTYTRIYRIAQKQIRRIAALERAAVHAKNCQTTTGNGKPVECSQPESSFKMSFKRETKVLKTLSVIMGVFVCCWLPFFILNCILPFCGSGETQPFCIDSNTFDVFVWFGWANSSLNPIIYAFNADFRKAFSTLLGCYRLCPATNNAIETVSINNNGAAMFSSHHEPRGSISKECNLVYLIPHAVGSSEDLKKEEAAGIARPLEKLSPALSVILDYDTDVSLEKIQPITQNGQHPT
#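 Agonism was scored from calcium flux recorded over 180 s (1 read/s) after pintool compound addition, following a 10-cycle baseline. Cells were inducible force-coupled HEK293 TREx D1, plated overnight at 30 C and loaded with no-wash calcium dye.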
# D2 antag: HTS Assay for Allosteric Antagonists of the Human D2 Dopamine Receptor: Primary Screen for Antagonists | inhibition, % at 10 µM | hit rate 2% among 340,000 | HEK293 TREx D2 cells, calcium flux, dopamine EC80 | AID 485344, 2010 | D(2) dopamine receptor (Homo sapiens), P14416; in the data active = inhibition above about 30%; note: 0% is about no effect
# Target sequence (P14416 whole entry, looked up): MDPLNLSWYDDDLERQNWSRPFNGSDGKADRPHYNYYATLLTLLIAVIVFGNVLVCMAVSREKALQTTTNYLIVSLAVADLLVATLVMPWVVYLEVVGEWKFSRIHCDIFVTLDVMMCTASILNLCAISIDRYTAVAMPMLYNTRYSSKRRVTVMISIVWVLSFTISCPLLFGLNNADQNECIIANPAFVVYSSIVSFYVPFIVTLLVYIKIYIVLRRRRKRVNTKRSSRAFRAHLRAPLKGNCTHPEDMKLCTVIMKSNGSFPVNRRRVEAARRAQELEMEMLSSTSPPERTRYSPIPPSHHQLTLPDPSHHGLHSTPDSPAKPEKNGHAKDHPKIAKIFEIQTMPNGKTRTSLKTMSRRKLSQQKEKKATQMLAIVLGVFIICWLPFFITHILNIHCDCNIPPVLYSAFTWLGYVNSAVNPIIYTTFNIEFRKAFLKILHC
#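 HEK293 T-REx D2 cells, tet-induced, calcium dye no-wash. Cpd pintool add, 180 s kinetic, then EC80 DA, 180 s kinetic. Ca flux read.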
# D2 agonist: HTS Assay for Allosteric Agonists of the Human D2 Dopamine Receptor: Primary Screen for Agonists; D(2) dopamine receptor (Homo sapiens), P14416; HEK293 T-REx D2 cells, calcium flux agonist mode; activation, % at 2 µM; hit rate 0.53% among 340,000; AID 485358, 2010;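 active = activation over 3 SD above normal in the single-dose calcium agonist read, cut at about 30% in these data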; note: 0% is about no effect
#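 In this primary screen, compounds producing a positive calcium signal within 180 s of addition to tetracycline-induced, force-coupled HEK293 Trex D2 cells are flagged; cells are dye-loaded with a no-wash calcium kit beforehand.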
# D2 PAM: HTS Assay for Positive Allosteric Modulators of the Human D2 Dopamine Receptor: Primary Screen for Potentiators | D(2) dopamine receptor (Homo sapiens), P14416 | HEK293 T-REx D2, calcium flux, EC20 dopamine potentiation | potentiation, % at 10 µM | hit rate 0.34% among 340,000 | AID 485347, 2010;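 active = potentiation over 3 SD above the plate norm, cut at about 30% in these data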; note: 0% is about no effect
#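 Tetracycline-induced Hek293 Trex D2 cells, force-coupled to calcium, loaded with no-wash calcium dye. Compound added with 180 s kinetic read for agonism, then EC20 dopamine and a further 180 s read for potentiation.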
# RXFP1 ag: qHTS Assay for Agonists of the Relaxin Receptor RXFP1 | hit rate 0.3% among 370,000 | HEK293T-RXFP1 cAMP TR-FRET, 30 min; response scale: percent of porcine relaxin response, buffer zero | Potency, µM (highest dose often 57.5 µM), inactives show top-dose activation, most hits filed as activators | Relaxin receptor 1 (Homo sapiens), Q9HBX9 | AID 2676, 2010; active = well fitted activation curve with a large enough effect; inconclusive = small, poorly fitted or top-dose-only effect; note: potency is the fitted concentration of half-maximal effect; % is set by controls: 0 for no effect and ±100 for the full control effect; nearly all actives have a fitted effect of over 60% in size; many of its hits are not listed in these tables
#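 HEK293 cells stably expressing RXFP1, treated 30 min at 37C with compounds plus PDE4 inhibitor Ro 20174; cAMP measured by HTRF TR-FRET. Normalized to buffer and 29 nM porcine relaxin; EC50 by Hill fit.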
# TRHR PAM: qHTS for Small Molecule Agonists and Allosteric Enhancers of Human TRH Receptor: Primary Screen for Enhancers; Thyrotropin-releasing hormone receptor (Homo sapiens), P34981; TRHR cells, fluo-8 calcium fluorescence, EC20 TRH enhancement; enhancement, % at 2 µM; hit rate 0.66% among 360,000; AID 493056, 2011; in the data active = enhancement above about 30%; note: 0% is about no effect
#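 TRHR-expressing cells loaded with fluo-8 calcium dye were read kinetically (ex 480/em 530) during compound addition, then stimulated with an EC20 of TRH (10 nM final). Enhancement of the Gq-mediated intracellular calcium response was scored.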
# D1 antag: Antagonist of Human D 1 Dopamine Receptor: qHTS. D(1A) dopamine receptor (Homo sapiens), P21728. HEK293 TREx D1 cells, calcium flux, dopamine EC80; stronger effect = lower value. activity change, negative = inhibition, % at 10 µM. hit rate 3.2% among 360,000. AID 504652, 2011; in the data active = activity change below about -30%; note: % is set by controls: 0 for no effect and ±100 for the full control effect
#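 After overnight tetracycline induction at 30 C, force-coupled D1 HEK293 cells took up a no-wash calcium dye at room temperature. Compounds were added and monitored 180 s, and the response to EC80 dopamine was then recorded.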
# RXFP1 antagonist: qHTS Assay for Antagonists of the Relaxin Receptor RXFP1; HEK293-RXFP1, relaxin-stimulated cAMP HTRF, 30 min; stronger effect = lower value; hit rate 0.59% among 350,000; activity change, negative = inhibition, % at 57.5 µM; Relaxin receptor 1 (Homo sapiens), Q9HBX9;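 active = activity change of -60% or lower, but not beyond a set lower limit; inconclusive = change between -60% and -40%, or beyond the set limit; inactive = change above -40%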; note: % is set by controls: 0 for no effect and ±100 for the full control effect
# D1 PAM: Potentiators of Human D1 Dopamine Receptor: qHTS; AID 504651, 2011; HEK293 TREx D1 cells, calcium flux, dopamine EC20 potentiation; potentiation, % at 10 µM; hit rate 0.036% among 360,000; in the data active = potentiation above about 30%; note: 0% is about no effect
# Starred values were filed as active, the others as inactive; ? = inconclusive; . = no result given; & = joins results of further samples.
SMILES,D1 agonist,D2 antag,D2 agonist,D2 PAM,RXFP1 ag,TRHR PAM,D1 antag,RXFP1 antagonist,D1 PAM
Cc1ccc(S(=O)(=O)c2cn(CC(=O)Nc3ccccc3)c3ccc(F)cc3c2=O)cc1,2.6,-15.7,0.7,-16.4,12.4%,-1.6,36.1,.,3.5
Cc1ccc(N2CCN(S(=O)(=O)N(C)C)CC2)c(C)c1,0.0,9.9,0.8,6.8,-0.8%,-3.5,-22.0,4.0,-7.5
O=C(C1CC1)N1CCc2cc(Br)cc(S(=O)(=O)NCc3ccc4c(c3)OCO4)c21,2.2,12.9,0.0,-2.4,3.1%,6.1,2.5,-1.0,4.2
CN(c1ccccc1)c1nc(N)c([N+](=O)[O-])c(NCc2ccccc2)n1,2.6,-9.1,-0.4,4.6,5.8%,-0.6,4.2,-8.6,-1.1
Cc1ccc(S(=O)(=O)NCC(c2cccnc2)N2CCN(Cc3ccccc3)CC2)cc1 (stereo not drawn),2.8,-7.8,12.6,-7.1,2.6%,-2.5,1.3,2.4,-2.1
CCN(CC(=O)N1CCCC1)S(=O)(=O)c1ccc(OC)cc1,2.8,-16.6,1.1,-4.3,-1.1%,2.8,0.5,-6.8,-0.1
N#CCC(=N)N1CCN(c2cccc(Cl)c2)CC1,0.6,62.5*,1.4,-15.2,3.3%,-6.7,-8.1,-2.2,1.0
Cc1cc(Cl)c2oc(C(=O)N(C)C(C)c3ccccn3)c(C)c2c1 (stereo not drawn),2.3,-1.7,1.0,-14.6,-0.3%,-6.6,5.2,-7.9,-5.5
COc1ccc(C)cc1NC(=O)COCc1cc(-c2ccc(F)cc2)on1,-0.1,.,-1.1,-0.9,2.1%,6.6,-15.9,-32.9,-1.6
Cc1ccc2sc(N(Cc3cccnc3)C(=O)C3COc4ccccc4O3)nc2c1C (stereo not drawn),20.1,.,.,5.3,1.0%,-1.6,.,-17.3,6.8
CCN1C(=O)/C(=C/c2nc3ccccc3c(=O)n2-c2ccccc2)c2ccccc21,2.1,1.8,-0.2,13.5,0.2%,17.3,11.5,-10.9,4.0
Cc1ccc(-c2nn(Cc3ccccc3)cc2/C=C/C(=O)O)cc1,4.6,-1.1,-0.4,-2.2,0.9%,-0.5,-2.9,-2.1,-2.7
Nc1c(S(=O)(=O)c2cccs2)c2nc3ccccc3nc2n1Cc1ccccc1,1.5,-4.5,0.4,-3.6,0.3%,-8.8,1.2,-0.8,1.4
Oc1ccc(C[C@H]2CNCCN2CC2CCCCC2)cc1,5.7,-2.0,1.7,10.6,-1.8%,25.4,-8.3,.,-2.5
CC(C)(C)C1C/C(=C/c2ccco2)C(=O)/C(=C/c2ccco2)C1 (stereo not drawn),20.6,-11.7,3.8,-0.8,4.1%,4.1,5.5,.,0.8
CCn1c2ccccc2c2cc(C3C(C#N)=C(N)OC4=C3C(=O)CC(C)(C)C4)ccc21 (stereo not drawn),-0.5,-5.2,1.1,-23.0,-0.3%,-0.9,1.2,.,5.2
O=C(Cn1c(=O)n(-c2ccc(Cl)cc2)c(=O)c2c3c(sc21)CCC3)c1ccc(F)cc1,0.6,.,0.9,-14.6,1.5%,-7.5,0.0,-0.2,0.7
O=C(Nc1nnc(SCC(=O)N2CCCCC2)s1)c1ccc(F)cc1F,4.3,55.3*,0.5,-2.7,-1.3%,3.5,6.2,-8.9,-5.8
COc1cc(NC(=O)CCc2c(C)nc3cc(-c4ccccc4)nn3c2C)cc(OC)c1OC,-0.8,.,-0.2,-2.6,0.6%,5.4,-0.2,.,-5.0
COc1ccc(CCNCC(=O)Nc2ccc(C)c(S(=O)(=O)N(C)C)c2)cc1,2.5,32.8*,1.7,-5.1,-0.8%,-0.2,3.4,-13.6,-6.0
NS(=O)(=O)c1ccc(CCNC(=S)NC2CCCC2)cc1,1.5,-13.9,0.2,7.0,-0.2%,2.3,-9.7,5.9,-6.5
Cc1cc(C)n(C2CCCCC2OC(=O)c2ccccc2)n1 (stereo not drawn),3.9,-2.3,0.7,5.1,0.7%,-5.0,-1.7,-6.8,6.0
CCc1ccc(NC(=O)C(=O)NCC(c2cccnc2)N2CCOCC2)cc1 (stereo not drawn),17.2,.,0.8,-7.5,3.3%,-9.7,11.3,-15.9,-1.6
CCN1CCN(C(=O)CCc2nnc(CCc3ccccc3OC)o2)[C@@H](C)C1=O,2.6,15.6,0.5,-4.5,3.0%,-2.1,0.9,9.7,-2.7
CCCOc1ccc(N2C(=O)C3ON(c4ccccc4)C(c4ccc(O)c(OC)c4)C3C2=O)cc1 (stereo not drawn),4.1,6.7,0.3,-10.0,2.0%,-3.8,10.5,-1.4,-7.7
O=C(CN1CCN(c2ccccc2F)CC1)c1ccc(O)c(O)c1,0.0,8.7,61.1*,-22.0,-0.1%,-1.8,-8.4,4.6,0.0
COc1cccc(C(=O)N(Cc2cccs2)C2CCS(=O)(=O)C2)c1 (stereo not drawn),1.2,0.2,0.2,11.9,2.4%,1.6,8.3,-10.3,-5.2
COc1ccc(NC(=O)CN(c2cccc(F)c2)S(C)(=O)=O)cc1OC,3.4,-10.2,0.2,8.5,1.8%,15.8,17.6,1.8,-2.5
CCOc1ccc(NS(=O)(=O)c2ccc3c(c2)N(C(C)=O)CCS3)cc1,2.4,-8.6,-0.7,6.7,-1.1%,-2.0,1.4,-5.8,-1.1
Cc1ccc(-c2nnn(CC(=O)O)n2)cc1,1.9,10.1,0.9,-1.9,2.5%,2.4,-2.6,0.3,-4.5
CN1CCN(CCC(=O)Nc2ccccc2Cl)CC1,-1.6,19.8,0.1,0.7,0.4%,-5.5,7.5,-7.4,-5.8
Cc1cc2c(cc1NS(=O)(=O)c1ccc(F)cc1)n(C)c(=O)c(=O)n2C,-1.2,.,.,-8.3,7.4%,6.5,12.7,.,-0.9
CC1=CC(C)(C)N=C(NC#N)N1,2.3,8.1,-0.2,3.0,3.6%,5.3,1.2,-1.7,-2.4
CCN(CC)S(=O)(=O)c1cc(C(=O)NC2=NCCS2)ccc1Cl,-0.1,-20.0,0.5,15.1,-0.6%,0.9,-0.4,0.0,-2.2
CC(=O)/C(=N\Nc1cccc(Cl)c1)Sc1cccc2cccnc12,1.6,-0.4,-0.1,-3.1,0.2%,4.5,-13.3,-0.1,-3.8
Cc1ccc2c(c1)c1c(c(=O)n(-c3ccccc3C)c(=O)n1CC(=O)NCCC1=CCCCC1)n2C,-0.4,.,.,-7.1,4.1%,-3.5,2.5,.,-0.7
COc1ccc(OCc2nnc(SCC(=O)Nc3cccc(Cl)c3)o2)cc1,9.0,42.7*,0.4,-2.7,4.0%,5.1,-22.8,-27.2,3.1
Cc1c(Cl)cccc1NC(=O)Cn1cnc(S(=O)(=O)N2CCCC2)c1,3.5&0.8,4.8,-1.5&1.3,-6.7&-1.1,-2.8%&1.4%,-3.9&2.5,0.6&15.1,-6.4,2.8&-3.6
O=C(CCCCCn1nnc2ccccc2c1=O)N[C@H](C(=O)O)c1ccccc1,-0.8,-9.6,0.4,9.0,14.8%,2.2,-10.5,5.1,-1.4
Cc1ccc(S(=O)(=O)N2[C@@H](c3ccccc3F)C(C(=O)O)=CC[C@H]2c2cccs2)cc1,1.6,-2.9,-0.2,-3.6,1.5%,-2.8,2.4,.,-3.5
COc1cccc(CCN2CCC(CNS(=O)(=O)c3cc(-c4cc(C)no4)ccc3C)CC2)c1,28.7,25.5,3.6,-17.2,5.0%,-6.9,-54.9*,5.0,-14.3
COc1ccc(-c2nnc(SC(C)C(=O)Nc3cccc(Cl)c3)o2)cc1 (stereo not drawn),6.0,28.8,-1.1,16.2,5.0%,0.8,-9.0,10.4,-2.0
COc1ccccc1C(=O)N1CCN(Cc2nc3cc([N+](=O)[O-])ccc3n2C)CC1,0.7,35.7*,-0.3,-4.2,0.1%,3.6,11.8,-1.7,-6.4
C[n+]1ccccc1/C=N/O,-0.4&0.1,-4.3&26.9,-2.0&-1.0,13.5&9.1,6.8%&3.2%,1.8&-7.3,-24.7&-12.9,-9.5,-5.9&-3.4
c1ccc(Cc2nn3c(COc4ccccc4)nnc3s2)cc1,2.0,-5.8,0.2,6.8,1.0%,1.1,-8.6,-4.3,-5.5

# Single records, from the list above. Values in the order: D1 agonist, D2 antag, D2 agonist, D2 PAM, RXFP1 ag, TRHR PAM, D1 antag, RXFP1 antagonist, D1 PAM
# Record of C[n+]1ccccc1/C=N/O = -0.4&0.1, -4.3&26.9, -2.0&-1.0, 13.5&9.1, 6.8%&3.2%, 1.8&-7.3, -24.7&-12.9, -9.5, -5.9&-3.4
# Record of c1ccc(Cc2nn3c(COc4ccccc4)nnc3s2)cc1 = 2.0, -5.8, 0.2, 6.8, 1.0%, 1.1, -8.6, -4.3, -5.5

# The results go on:
SMILES,D1 agonist,D2 antag,D2 agonist,D2 PAM,RXFP1 ag,TRHR PAM,D1 antag,RXFP1 antagonist,D1 PAM
Cc1cc(C)n(-c2cc(-c3ccccc3)nc(C)n2)n1,10.7,1.6,-0.1,10.5,0.8%,3.1,15.2,-2.4,2.5
COc1cc(OC)cc(C(=O)N[C@H](C(=O)Nc2cc(F)ccc2C)C(C)C)c1,-0.7,16.3,-0.6,-3.2,-1.2%,3.8,0.0,0.2,-3.0
CCCCC(CC)C(=O)NCCCN1CCN(CCCNC(=O)C(CC)CCCC)CC1 (stereo not drawn),-1.5,-5.0,-1.2,-2.7,0.4%,-4.4,-0.3,-5.8,2.6
O=C(Nc1nc2cc3c(cc2s1)OCCO3)c1ccco1,-0.3,0.3,1.0,-9.2,1.4%,5.8,-5.2,?,-3.1
COC(=O)c1cc(OC)cc(O)c1C(=O)c1c(O)cc(C)cc1O,1.1,15.2,0.1,8.8,1.4%,-4.6,-4.7,8.0,5.8
COC(=O)c1ccc(CSc2nnnn2-c2ccccc2)o1,2.3,14.1,0.8,4.5,-2.0%,0.7,-5.0,9.8,-3.9
CC(Sc1nc(=O)cc(N)n1CCc1ccccc1)C(=O)NCc1ccccc1 (stereo not drawn),6.2,4.4,4.5,1.6,0.1%,11.5,-15.6,1.1,-2.9

# Bioassay records from PubChem.

# Some of the compounds tested; rates above refer to the full screens.
